High-throughput results: PubChem, Sanford-Burnham Center for Chemical Genomics
CXCR6 inh: inhibitors of human CXCR6 receptor; CHO-K1 PathHunter CXCR6 beta-arrestin, luminescence; AID 602244; actives 0.36% (n = 360,000); inhibition, % at 20 µM; in the data active = inhibition above about 34%, passing the limit was not always enough;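 note: antagonist mode with CXCL16 agonist at 10 nM final; 0% = 10 nM CXCL16 with DMSO and 100% = unstimulated wells without agonist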
Target sequence (O00574 whole entry, looked up): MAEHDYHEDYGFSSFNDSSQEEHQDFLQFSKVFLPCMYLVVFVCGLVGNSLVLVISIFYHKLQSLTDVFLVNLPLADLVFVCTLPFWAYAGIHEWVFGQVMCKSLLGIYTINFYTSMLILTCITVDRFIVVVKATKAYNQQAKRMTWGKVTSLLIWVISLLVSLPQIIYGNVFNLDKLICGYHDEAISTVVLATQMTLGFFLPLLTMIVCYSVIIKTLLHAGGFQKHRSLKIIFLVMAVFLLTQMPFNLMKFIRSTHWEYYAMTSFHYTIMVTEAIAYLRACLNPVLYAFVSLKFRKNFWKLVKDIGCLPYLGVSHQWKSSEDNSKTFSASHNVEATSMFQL
Numbers without * were called inactive.

SMILES	CXCR6 inh
NC(=O)c1ccc(Nc2nc(C(N)c3ccccc3Cl)cs2)cc1 (stereo unspecified)	2
NS(=O)(=O)c1ccc(NC(=O)CN(C(=O)C(F)(F)F)C2CCCC2)cc1	-2
COc1ccc(CNC(=O)C2Cc3c(-c4ccccc4)ccnc3O2)cc1OC (stereo unspecified)	3
CCOC(=O)N1C(=O)NC(=O)C1c1ccc(OC)cc1 (stereo unspecified)	-5
O=C(Nc1cccc(C(F)(F)F)c1)Nc1nnc([C@H]2C[C@H](O)[C@@H](CO)O2)s1	-4
C[C@@H]1CN([C@@H](C)CO)C(=O)CCCn2nncc2CO[C@@H]1CN(C)C(=O)Nc1ccccc1C(F)(F)F	7
Nc1ccc2c(c1)C(=O)c1ccc(Cl)cc1-2	4
CC(C(=O)O)(C1CCCCC1)C1(O)CCCCC1 (stereo unspecified)	4
N#Cc1ccc(NC(=O)NN2CCCCCC2)cc1	-2
COc1ccc(CCCNC(=O)C2(C)Cc3c(-c4cccc(C(N)=O)c4)ccnc3O2)cc1 (stereo unspecified)	-1
CC1(C(=O)NS(=O)(=O)c2ccc(C#N)cc2)CCN1C(=O)C1CCCCC1 (stereo unspecified)	-5
CC(C)(C)c1ccc(CC(=O)N2CCC2(C)C(=O)Nc2cccc3c2CCCC3)cc1 (stereo unspecified)	6
CN(C)CCNC(=O)c1ccc2nc([C@@H]3O[C@H](CO)[C@H](O)[C@H](O)[C@H]3O)[nH]c2c1	-2
COc1ccc(/C=C/CN2CCC(C(=O)NC(c3ccc(F)cc3)c3ccc4ccccc4n3)CC2)cc1 (stereo unspecified)	10
O=C(CN1CCC(NC(=O)C2CCCCC2)CC1)Nc1ccccc1	0
COc1cc(C(=O)Nc2cc(S(=O)(=O)N3CCOCC3)ccc2N2CCOCC2)cc(OC)c1C	9
Cc1cc(F)ccc1C(O)c1ncc(-c2ccccc2C(F)(F)F)[nH]1 (stereo unspecified)	2
O=c1oc(-c2ccccc2)c(-c2ccccc2)c2ccccc12	9
COCCCN1C(=O)C(CC(=O)NCc2ccco2)CC(C(=O)N(C)C)=C1C (stereo unspecified)	-3
CCCN1CCN(C(=O)c2ccc3[nH]c(C)c(C)c3c2)CC1	0
CC1(C(=O)NS(=O)(=O)C2CC2)CCCN(C(=O)c2cccc(Cl)c2)C1 (stereo unspecified)	-5
CN(N=Nc1nc[nH]c1C(=O)NN)C1CCCCC1	-3
O=C(CSc1nnc(COc2ccc(Cl)cc2)o1)N(c1ccccc1)C1CCS(=O)(=O)C1 (stereo unspecified)	5
C[C@H](CO)N1C[C@H](C)[C@@H](CN(C)Cc2ccc3c(c2)OCO3)Oc2cc(Br)ccc2S1(=O)=O	2
O=C(/C=C/Nc1ccc(Nc2ccccc2)cc1)c1cccs1	8
COC(=O)c1ccc(CNC(=O)CN2C(=O)NC(Cc3ccccc3)(c3ccccc3)C2=O)cc1 (stereo unspecified)	-3
CCCc1c(C(=O)N/N=C/c2ccc(-c3ccccc3)cc2)nnn1-c1nonc1N	6
O=S1(=O)CC(N2CCN(CC3CC3)CC2)CN1Cc1ccccc1 (stereo unspecified)	-10
C[C@@H]1CN([C@@H](C)CO)C(=O)CCCn2nncc2CO[C@@H]1CN(C)C(=O)Nc1ccc(N2CCN(C)CC2)cc1	-12
Oc1cccc(-c2ccc3nccn3c2)c1	-2
COc1ccc(S(=O)(=O)N(C)C[C@H]2OCc3cnnn3CCCC(=O)N([C@H](C)CO)C[C@@H]2C)cc1	2
CCOC(=O)Nc1ccc(OC(=O)Oc2ccc(NC(=O)OCC)cc2)cc1	-3
Cc1ccc(Cl)cc1-c1cc(C(=O)N2CCN(c3ccncc3)CC2)[nH]n1	-4
Cc1cc(-c2n[nH]c(=S)n2/N=C/c2cc([N+](=O)[O-])ccc2Cl)n[nH]1	12
CN(C)Cc1ccccc1-c1cccc2nccn12	-7
CCC(c1nnnn1-c1ccc2c(c1)OCCO2)N1CCN(c2ccc(C(F)(F)F)cc2[N+](=O)[O-])CC1 (stereo unspecified)	-4

Of the compounds above, these have a CF3 group.
SMILES	CXCR6 inh
NS(=O)(=O)c1ccc(NC(=O)CN(C(=O)C(F)(F)F)C2CCCC2)cc1	-2
O=C(Nc1cccc(C(F)(F)F)c1)Nc1nnc([C@H]2C[C@H](O)[C@@H](CO)O2)s1	-4
C[C@@H]1CN([C@@H](C)CO)C(=O)CCCn2nncc2CO[C@@H]1CN(C)C(=O)Nc1ccccc1C(F)(F)F	7
Cc1cc(F)ccc1C(O)c1ncc(-c2ccccc2C(F)(F)F)[nH]1 (stereo unspecified)	2
CCC(c1nnnn1-c1ccc2c(c1)OCCO2)N1CCN(c2ccc(C(F)(F)F)cc2[N+](=O)[O-])CC1 (stereo unspecified)	-4

The list goes on.
SMILES	CXCR6 inh
COc1ccc(-c2nc3cc(C)c(Br)c(C)n3c2Cc2ccccc2)cc1OC	1
CC1CC(C)(C)CC2(C1)NC(=O)N(CC(=O)Nc1ccc3c(c1)OCO3)C2=O (stereo unspecified)	2
OCC1OC(n2cnc3c(SCc4ccccc4)ncnc32)C(O)C1O (stereo unspecified)	-13
Cc1ccc(C(O)c2ncc(-c3cccc(C(F)(F)F)c3)[nH]2)c(C)c1 (stereo unspecified)	-8
COCOCCn1cc(CN2CCS(=O)(=O)N(Cc3ccc(-c4ccc(F)cc4)cc3)C(C(C)C)C2=O)nn1 (stereo unspecified)	-11
CCOC(=O)C1=CCN(S(=O)(=O)c2cccc(Cl)c2)C1c1ccc(Br)cc1 (stereo unspecified)	3
COCCN1C[C@@H](CO)O[C@@H](n2cnc3c(NC4CCC4)ncnc32)C1	-6
CC(=O)NC(c1ccc(F)c(F)c1)c1nc(-c2cccs2)cs1 (stereo unspecified)	5
Cc1ccc(C(=O)/C=C\C(=O)c2ccc(C)cc2)cc1	8
Cc1cccc2sc(NNC(=O)c3ccc(S(=O)(=O)N4CCCC(C)C4)cc3)nc12 (stereo unspecified)	-3
COc1ccc([C@@H]2CC(=O)[C@@H]3CN(S(=O)(=O)c4ccc(C)cc4)[C@H](c4cccc(Cl)c4)C[C@@H]3N2S(=O)(=O)c2ccccc2)cc1	-5
C[C@@H]1CN([C@H](C)CO)C(=O)c2cc(C3=CCCCC3)cnc2O[C@@H]1CN(C)Cc1ccccc1C(=O)O	-1

An excerpt of these results, with bars between the fields.
structure | CXCR6 inh
C[C@@H]1CN([C@H](C)CO)C(=O)c2cc(C3=CCCCC3)cnc2O[C@@H]1CN(C)Cc1ccccc1C(=O)O | -1
COCCN1C[C@@H](CO)O[C@@H](n2cnc3c(NC4CCC4)ncnc32)C1 | -6
COc1ccc(-c2nc3cc(C)c(Br)c(C)n3c2Cc2ccccc2)cc1OC | 1
COc1ccc([C@@H]2CC(=O)[C@@H]3CN(S(=O)(=O)c4ccc(C)cc4)[C@H](c4cccc(Cl)c4)C[C@@H]3N2S(=O)(=O)c2ccccc2)cc1 | -5

Going on with the list.
SMILES	CXCR6 inh
c1ccc2nc(N3CCCC3)c(N3CCCCC3)nc2c1	-3
C[C@@H]1CCCCO[C@H](CN(C)C(=O)C2CCCCC2)[C@@H](C)CN([C@H](C)CO)C(=O)c2cc(N(C)C)ccc2O1	-1
OCC[C@H]1NCc2cc(CO)cc(-c3ccccc3)c21	7
CCCN(CCC)S(=O)(=O)c1cc2c(cc1Br)CCN2C(=O)CC	-1
CSc1ccccc1NC(=O)C1(C)CCN1C(=O)Cc1ccc(-c2ccccc2)cc1 (stereo unspecified)	-4
COc1ccc(N2CCN(C(=O)c3ccc(Cl)c(S(=O)(=O)N4CCOCC4)c3)CC2)cc1	-2
CC(=O)Nc1cccc(-c2ccnc3c2CC(C(=O)Nc2ccc4c(c2)OCO4)O3)c1 (stereo unspecified)	-8
Cc1ccc2nc(-c3cccc(Br)c3)c(Cc3ccccc3)n2c1	9
Cc1ccc(S(=O)(=O)N(C)C[C@H]2OCc3cnnn3CCCC(=O)N([C@H](C)CO)C[C@H]2C)cc1	-2
CC1=C(C(=O)N(C)C)CC(CC(=O)NCc2cccc3ccccc23)C(=O)N1CCC1=CCCCC1 (stereo unspecified)	10
CCC(CC)CN1CCC(CN2C(=S)NC[C@@H]2CC(C)C)CC1	-6
CCC1=C(CC2NCCc3ccccc32)CC2c3cc(OC)c(OC)cc3CCN2C1 (stereo unspecified)	18
C=CCn1c2ccccc2c2nnc(SCC(=O)OC)nc21	9
CCNC(=O)C1(C)CCN(Cc2cccc(Oc3ccccc3)c2)C1 (stereo unspecified)	-1
CN1C(=O)[C@H]2[C@@H](c3ccccc3)N[C@]3(CCCN(Cc4ccc(F)cc4)C3=O)[C@H]2C1=O	1
Cc1c(C(=O)N2CCCC(C)(C(=O)NS(=O)(=O)C3CC3)C2)oc2ccccc12 (stereo unspecified)	10
CCOC(=O)C1=CCN(S(=O)(=O)c2ccc(Cl)cc2)C1c1ccccc1 (stereo unspecified)	2
O=C(Cn1sc2ccccc2c1=O)Nc1ccccc1	-5
CC(=O)[C@@]1(O)C(C)CC2C3C=C(C)C4=Cc5c(cnn5-c5ccccc5)C[C@]4(C)C3C(O)C[C@@]21C (stereo partly specified)	-2
COCCNC(=O)C1(C)CCCN(Cc2c(C)nn(-c3ccccc3)c2C)C1 (stereo unspecified)	-1
Cc1ccc(C(=O)Cc2ccccc2)c(O)c1	-1
Cc1cc(Br)cn2c(Cc3cccc(F)c3)c(-c3ccc(Cl)cc3)nc12	-3
COc1ccc(Nc2ccc3ccccc3c2)cc1	-6
CCCCC[C@H](C)N1C[C@@H](COCc2ccccc2)Oc2cc(N3CC[C@H](O)C3)ccc2S1(=O)=O	16
Cc1cnc(C)c(Nc2nc(C(N)Cc3ccc(Cl)cc3)cs2)n1 (stereo unspecified)	-25
CC(C)C[C@@H](COCc1ccc(F)cc1)N1CCN(C(=O)c2cccc(C(F)(F)F)c2)CCC1=O	5
COc1cc(-c2nnc(-c3ccc(S(=O)(=O)c4ccccc4)cc3)o2)cc(OC)c1OC	4
COc1ccc(NC(=O)c2ccc(-c3c(C)noc3C)c3ccoc23)cn1	3
Cc1ccc(C)c(CC(=O)N2CCCC(c3cc(C(=O)NCc4cccnc4)no3)C2)c1 (stereo unspecified)	-11
COc1ccc(CCNC2=CC(=O)CCC2)cc1OC	4
CC(C)[C@H](NC(=O)[C@@H]1Cc2c([nH]c3ccccc23)C2c3ccccc3C(=O)N21)C(=O)N1CCC[C@H]1C(=O)O (stereo partly specified)	-14
O=C(Nc1ccccc1Cl)c1cc(C2CCCN(C(=O)c3ccccc3)C2)on1 (stereo unspecified)	0
Cc1cc(=O)oc2c3c(cc(OCC(=O)NC(C)C)c12)OC(C)(C)CC3	6
O=[N+]([O-])c1ccc(/C=C/C2=NN(c3ccccc3)C(c3ccco3)C2)o1 (stereo unspecified)	38
Cc1nc(C)c(C(=O)OCC(=O)Nc2ccc(C)c(C)c2)s1	1
COc1cccc(-c2cnc3c(NC=O)cc(-c4ccc(N5CCN(C)CC5)cc4)cn23)c1	13
Cc1ccc(NC(=O)C(C)N2C(=O)c3ccccc3C2=O)cc1S(=O)(=O)N1CCOCC1 (stereo unspecified)	-1
C[C@@H]1CN([C@H](C)CO)C(=O)CCCn2cc(nn2)CO[C@H]1CN(C)C(=O)c1ccccc1	-4
CCc1cc[n+](C(C(=S)Nc2cccc(C)c2)=C([O-])c2ccc(C)c([N+](=O)[O-])c2)cc1	13
CCOC(=O)/C(=C(/C)N)C1CC(=O)NC1=O (stereo unspecified)	-6
O=C1C=C(c2ccc(CO)cc2)C[C@@H](c2ccc(F)cc2)C1	6
CN(C)CCCOc1ccc(-c2ccc3nccn3c2)cn1	1
CC1(C(=O)O)CCN1C(=O)COc1ccc(Cl)cc1 (stereo unspecified)	8
O=C(c1cccs1)N1C[C@@H](O)[C@H](n2cc(-c3ccc(F)cc3)nn2)C[C@@H]1c1ccccc1	1
Nc1nc(COC(=O)c2ccco2)nc(Nc2ccccc2)n1	2
CC(C)NC(=O)c1cc(C2CCCCN2S(=O)(=O)c2ccccc2)on1 (stereo unspecified)	4
Cc1ccc(NC(NC(=O)Cc2ccccc2)C(Cl)(Cl)Cl)cc1 (stereo unspecified)	6
C[C@@H]1CN([C@@H](C)CO)C(=O)c2cc(Br)cnc2O[C@H]1CN(C)C(=O)Cc1ccccn1	-7
COc1ccc(C=NNC(=S)Nc2ccc(F)cc2)cc1OC	-1
CC1(C(=O)Nc2cccnc2)Cc2c(-c3cccc(C(F)(F)F)c3)ccnc2O1 (stereo unspecified)	-7
C[C@@H]1CN([C@H](C)CO)C(=O)CCCn2nncc2CO[C@H]1CN(C)Cc1cccnc1	0
COc1ccc(NCC(=O)Nc2c(C)cccc2C)cc1S(=O)(=O)N1CCOCC1	-2
COc1ccc(CCN2CC(C(=O)N(C)CC(=O)Nc3ccc(F)c(F)c3F)CC2=O)cc1OC (stereo unspecified)	1
CC(C)NC(=O)C1(C)CCN1Cc1cccc(Cl)c1 (stereo unspecified)	-1
CS(=O)(=O)c1ccc(Cl)c(NC(=O)CN2CCN(S(=O)(=O)/C=C/c3ccccc3)CC2)c1	-3
COCCN(C(=S)Nc1ccc(OC)c(Cl)c1)C1CCN(C(C)=O)CC1	-5
CCOC(=O)[C@]12CCC=C1N(CCC1=CCCCC1)C(=O)[C@H](CC(=O)NCc1ccc(OC)c(OC)c1)C2	-6
Cc1cccc(NC(=O)c2cc3c(n(-c4ccccc4)c2=O)CCCC3=O)n1	2
Cc1ccn(CCC(=O)N2CCCC(N3CCN(c4ccccc4C)CC3)C2)n1 (stereo unspecified)	-9
O=Cc1nccc2ccccc12	-3
O=C1NC[C@H](Cc2ccccc2)N(C[C@@H]2CCCN2C[C@H](Cc2ccc(O)cc2)N2C[C@H](Cc3ccc(O)cc3)N(CCc3ccccc3)C(=O)C2=O)C1=O	-6

Some of the compounds tested; count on the stated rates, not on these rows.
